TRPV1 agonist = human TRPV1 agonism. Q8NER1. TRPV1-expressing cells, Fluo-8 calcium influx, agonist mode. activation, % at 8.33 µM. actives 0.19% (n = 320,000). AID 540275; in the data active = activation above about 80%; inconclusive = between about 30% and that limit; also: 0% is about no effect
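Fluo-8 calcium influx in TRPV1-expressing cells, kinetic read (ex 480/em 520 nm). Compound added and read 3 min for agonist activity, followed by capsaicin at EC20 final and 2 min further read for enhancement.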
ASM inhibitor = blocks human secretory acid sphingomyelinase; P17405; Potency, µM (series often up to 57.5 µM), without a hit: top-dose activity change, negative = inhibition, actives largely listed as inhibitors; actives 0.006% (n = 340,000); placental ASM, HMU-PC fluorogenic substrate, 60 min; also: potency is read from the fitted curve at half-maximal effect
Target sequence (P17405 47-631 limits assumed): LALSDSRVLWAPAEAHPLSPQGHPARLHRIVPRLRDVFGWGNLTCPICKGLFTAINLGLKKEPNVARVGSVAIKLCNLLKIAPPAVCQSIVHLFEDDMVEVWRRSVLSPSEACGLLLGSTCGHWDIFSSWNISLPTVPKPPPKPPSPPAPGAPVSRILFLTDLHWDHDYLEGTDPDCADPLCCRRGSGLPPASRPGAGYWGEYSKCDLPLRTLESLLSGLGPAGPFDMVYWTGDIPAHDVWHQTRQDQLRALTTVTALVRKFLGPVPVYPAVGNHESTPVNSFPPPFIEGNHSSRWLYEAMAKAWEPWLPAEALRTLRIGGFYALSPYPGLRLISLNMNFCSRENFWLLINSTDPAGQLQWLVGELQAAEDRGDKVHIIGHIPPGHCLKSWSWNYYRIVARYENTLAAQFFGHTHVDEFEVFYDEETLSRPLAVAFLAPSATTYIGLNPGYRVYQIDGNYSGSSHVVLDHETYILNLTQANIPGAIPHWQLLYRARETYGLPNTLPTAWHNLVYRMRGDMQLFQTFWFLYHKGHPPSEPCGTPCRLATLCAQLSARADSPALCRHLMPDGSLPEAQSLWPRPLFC
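HMU-PC0 cleavage (9 uM final) by human placental ASM, 60 min at 37 °C following 10 min compound exposure at RT; stopped at pH 10, fluorescence Ex 386/Em 447 nm.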
GALK inhibitor = galactokinase (human) inhibition; P51570; Purified GALK, Kinase-Glo residual ATP luminescence; Potency, µM (top dose mostly 57.5 µM), for inactives: at the highest dose activity change, negative = inhibition, hits mostly inhibitors; actives 0.007% (n = 270,000); also: potency is read from the fitted curve at half-maximal effect; % is scaled to controls: 0 for no effect and ±100 for the full control effect
Target sequence (P51570 whole entry, looked up): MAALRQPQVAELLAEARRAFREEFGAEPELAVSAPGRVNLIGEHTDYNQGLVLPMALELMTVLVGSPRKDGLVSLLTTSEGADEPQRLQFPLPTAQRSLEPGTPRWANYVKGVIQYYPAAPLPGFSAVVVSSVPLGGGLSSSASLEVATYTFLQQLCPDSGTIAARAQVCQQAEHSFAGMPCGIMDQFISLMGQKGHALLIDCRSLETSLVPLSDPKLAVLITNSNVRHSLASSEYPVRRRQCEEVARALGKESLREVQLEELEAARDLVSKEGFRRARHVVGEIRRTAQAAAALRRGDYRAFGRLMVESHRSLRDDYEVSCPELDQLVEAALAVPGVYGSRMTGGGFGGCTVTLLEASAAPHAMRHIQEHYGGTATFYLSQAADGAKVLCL
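Luminescence from leftover ATP (Ultra-Glo luciferase/luciferin) served as read-out after a 1 h room-temperature reaction of 5 nM GALK with 35 uM ATP and 100 uM galactose.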
MLL CXXC-DNA inh = MLL CXXC-DNA interaction inhibition; Q03164; MLL-CXXC / FITC-HOXA9 DNA fluorescence polarization; Potency, µM (doses to about 115 µM), without a hit: at the highest dose activity change, negative = inhibition, most hits filed as inhibitors; actives 0.037% (n = 290,000); AID 2662; active = well fitted inhibition curve with a large enough effect in the polarisation, with a control signal flat, not every such curve was filed as active; inconclusive = small, poorly fitted or top-dose-only effect, or effect the other way, or a change in a side signal; inactive = no such curve, though single readings can be large or run the other way; the % refers to the polarisation; also: potency is read from the fitted curve at half-maximal effect
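Fluorescence polarization: 7 uM MLL-CXXC (stock) preincubated 5 min with compounds, then 50 nM fluorescein-HOX-A9 DNA (stock) added; 30 min ambient. Buffer 50 mM Tris-HCl pH 7.5, 50 mM NaCl, 1 mM DTT, 0.05% BSA.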
a7 integrin act = integrin-mediated muscular dystrophy alleviation activation; actives 0.064% (n = 350,000); Potency, µM (series often up to 38.3 µM), for the others: top-dose activation, actives largely listed as activators; alpha7betagal myoblasts, beta-gal FDG fluorescence, 48 h; AID 624291;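 also: potency is read from the fitted curve at half-maximal effect; 100% = response of the positive control SU9516; nearly all actives have a fitted effect of over 60% in size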
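alpha7betagal+/- myoblasts (passage 13, 250/well) treated 48 h at 37C with compounds at 1:260 dilution of DMSO stock. Lysed, then beta-galactosidase activity read as FDG fluorescence (ex 480/em 540) after 30 min, with pre-read for autofluorescence.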
AT treatment = potential ataxia-telangiectasia treatments restoring KAP-1 phosphorylation | […] A-T fibroblasts, KAP-1 phosphorylation AlphaLISA; neocarzinostatin DNA damage 30 min before lysis | Potency, µM (highest dose often 57.5 µM), without a hit: top-dose activation, actives largely listed as activators | actives 0.19% (n = 320,000) | AID 485349; also: potency is read from the fitted curve at half-maximal effect; % of control where 0% means no effect; nearly all actives have a fitted effect of over 45% in size
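ATM-like activity read as KAP-1 phosphorylation via AlphaLISA donor/acceptor antibody pairs after lysis and 6 hr at 25C. Cells were ATM-null patient fibroblasts ([…], hTERT), dosed 60 min, then exposed to the DSB inducer NCS for 30 min.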
Coupling enz = coupling enzyme interference in Giardia aldolase counter-screen; actives 0.67% (n = 290,000); activity change, negative = inhibition, % at 58.2 µM, hits read low; AID 2472; coupling enzyme system counterscreen, AmpLite Red fluorescence; in the data active = activity change below about -30%; also: % is scaled to controls: 0 for no effect and ±100 for the full control effect
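Compounds tested against the coupling enzymes alone at 57.5 uM final; readout was AmpLite Red fluorescence (525/598 nm) after 20 min at RT.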
KCNH2 3.1 block = inhibitors of human KCNH2 3.1 potassium channel isoform; activity change, % (tested at about 1.8 µM); actives 0.95% (n = 340,000); U2OS KCNH2 3.1, thallium flux FluxOr; active compounds read low;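 active = maximum activity change below -70%; inconclusive = maximum activity change from -70% to -50%; inactive = maximum activity change above -50%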;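 also: thallium influx rate constant from kinetic fluorescence after stimulation buffer; % is scaled to controls: 0 for no effect and ±100 for the full control effect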
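Measured as rate of thallium-driven FluxOr signal in transduced U2OS cells carrying the 3.1 channel, read kinetically for 2 min upon stimulation; values are rate constants scaled to DMSO control wells.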
MBNL1 CUG block = blocks human MBNL1 binding to CUG repeat RNA | TR-FRET MBNL1-His/biotin-(CUG)12 binding, 665/545 ratio | Potency, µM (top dose mostly 57.5 µM), inactives show top-dose activity change, negative = inhibition, hits mostly inhibitors | actives 0.036% (n = 280,000); active = well fitted inhibition curve with a large enough effect in the signal ratio, with a control signal flat, not every such curve was filed as active; inconclusive = small, poorly fitted or top-dose-only effect, or effect the other way, or a change in a side signal; inactive = no such curve, though single readings can be large or run the other way; the % refers to the signal ratio; also: potency is read from the fitted curve at half-maximal effect; % is scaled to controls: 0 for no effect and ±100 for the full control effect
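His-tagged MBNL1 binding to biotinylated (CUG)12 RNA was measured by TR-FRET using terbium anti-His antibody (0.055 ng/ul final) and streptavidin-XL665 (5 nM final). Compounds were titrated 92 nM to 58 uM; 60 min at room temperature.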
hERG WT inh = blocks the wildtype human KCNH2 potassium channel | Q12809 | U2OS, BacMam KCNH2, thallium flux FluxOr; active compounds read low | activity change, % at 1.84 µM | actives 0.37% (n = 340,000) | AID 720551;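 active = maximum activity change below -70%; inconclusive = maximum activity change between -70% and -50%; inactive = maximum activity change above -50%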; also: % is scaled to controls: 0 for no effect and ±100 for the full control effect
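U2OS cells were transduced with wild-type KCNH2 virus (2.03 x 10^8 / mL) for 4 h at room temperature, then cultured overnight at 37 C. Thallium flux was read with FluxOr dye. Rate constants were normalized to DMSO controls.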
Starred values were filed as active, the others as inactive; ? = inconclusive; . = not tested or not shown; [ ] = dose if it differs, or a comment. Unless noted, calls follow the shape of the dose curve; as a rule, active = well fitted curve in the direction sought with a large enough effect; inconclusive = small, poorly fitted or top-dose-only effect, or another doubt; inactive = no such curve, though single readings can be large; an effect the other way counts as inactive or inconclusive.

SMILES,TRPV1 agonist,ASM inhibitor,GALK inhibitor,MLL CXXC-DNA inh,a7 integrin act,AT treatment,Coupling enz,KCNH2 3.1 block,MBNL1 CUG block,hERG WT inh
Fc1ccc(C2=Nn3c(Cc4ccccc4)nnc3SC2)cc1,?,-1%,-1%,-5%,43%,7%,1,-14,-2%,7
CC(C)N1CCc2c(sc(NC(=O)CCc3ccccc3)c2C(N)=O)C1,-3,289%[activator],3%,0%,8%,10%,-12,-29,5%,17
CC(=O)NC(Cc1ccc(F)cc1)C(=O)O (configuration not stated),-2,-2%,0%,11%,-47%[inhibitor],1%,1,-22,8%,7
O=C(O)C(=O)/C(=C\c1ccsc1)c1ccc2ccccc2n1,5,.,0%,13%,25%,0%,-1,-27,?,-2
CCCc1nc2sc(C(=O)OCC)c(N)c2c2c1COC(C)(C)C2,0,.,1%,2%,18%,3%,-1,4,1%,-1
S=C1NCN(Cc2ccccc2)CN1,9,5%,-3%,-5%,?,-3%,1,-35,.,-3
N#Cc1ccccc1Cn1cc(C#N)c2ccccc21,1,4%,-2%,-5%,-9%,.,-1,8,-4%,-10
COc1ccc(OCC(=O)Nc2c3c(nn2C(C)(C)C)CS(=O)(=O)C3)cc1,1,1%,6%,4%,17%,-11%,.,.,-2%,4
CSc1ccc(Cl)c(C(=O)OCC(=O)N2CCN(c3ccccc3)CC2)c1,3,1%,.,.,28%,-1%,.,-6,.,-4
Cc1cc(C)c2c3c(sc2n1)C(=O)N(C)CC(=O)N3,0,0%,7%,-2%,-24%[7.66 µM],0%,1,-10,12%,3
COc1ccc(-c2noc(N3CCC(C(=O)Nc4ccc(OC)c(OC)c4)CC3)n2)cc1,?,1%,.,.,-3%,2%,-1,-9,9%,-2
COc1cccc(OC)c1C(=O)NC(=O)Nc1c(C)cccc1C,-1,4%,-2%,-4%,-6%,3.5µM*,0,0,-8%,21
CC1CN(C2CCCCC2)C(=S)NC1=O (configuration not stated),.,3%,.,.,0%,.,.,10,.,-2
CCOc1ccc2ccccc2c1/C=N/NC(=O)c1ccncc1,21,-1%,0%,-3%,19%,6%,-14,-8,?,-4
CC(C)N(CC(N)=O)c1ncnc2sc(-c3ccccc3)cc12,25,8%,-2%,18%,-35%[inhibitor],0%,8,-2,24%,3
CCCOC(=O)c1ccc(NS(=O)(=O)c2cccs2)cc1,15,-14%,6%,-7%,-6%,5%,0,-1,-17%,-8
COc1ccccc1NC(=O)N1CCC(c2nnc(SCC(N)=O)n2C)CC1,-5,3%,-1%,2%,-19%,12%,-2,12,-5%,3
Cc1cccc(N(CC(=O)N2CCCC2)S(=O)(=O)c2ccccc2)c1,.,2%,2%,12%,-5%,9%,3,1,9%,4
O=[N+]([O-])c1ccc(Cl)c2c1C1C=CCC1C(c1ccccn1)N2 (configuration not stated),0,-7%,10%,-12%,-7%,-3%[11.5 µM],-16,-18,?,-7
CN1CCc2nc3sc(C(=O)C45CC6CC(CC(C6)C4)C5)c(N)c3cc2C1,2,30%[activator],-1%,?,-40%,23%,3,-2,?,5
O=C(CN1C(=O)NC2(CCCc3ccccc32)C1=O)c1ccc(F)cc1 (configuration not stated),3,-3%,.,.,?,6%,.,-11,.,-12
Cc1ccc(N(C)S(=O)(=O)c2ccc(-c3cc(C)no3)s2)cc1,?,-10%,-4%,8%,-30%,8%,0,-4,16%,-4
CCOC(=O)c1c(NC(=O)CSc2nc3cc(Cl)ccc3c(=O)n2Cc2ccco2)sc(C(=O)N(C)C)c1C,0,-1%,1%,4%,-30%,3%,1,?,211%[activator],0
CC(=O)c1cccc(N(CC(=O)NC2CCCCC2)C(=O)CCC(=O)Nc2nc(C)cs2)c1,3,1%,-2%,-1%,2%,1%,0,-26,-2%,2
CC(C)(CNC(=O)c1cc(=O)[nH]c2ccccc12)N1CCOCC1,-4,2%,3%,2%,3%,.,3,0,-5%,2
O=C1CN(C(=O)COC(=O)c2ccc(Cl)cc2)c2ccccc2N1,1,3%,.,.,-11%,7%,.,4,.,0
CC1(C)CC(=O)C(C=NCCN2CCN(C(=S)Nc3cccc(Cl)c3)CC2)=C(O)C1,1,1%,3%,-1%,7%,8%,-1,-1,-5%,1
CCOC(=O)CNC(=O)c1ccc2[nH]c3ccccc3c2c1,4,-5%,0%,-8%,-22%,-5%,-1,11,-3%,-6
COc1ccc(NC(=O)N2CCCC(C(=O)NCCc3ccccc3)C2)cc1 (configuration not stated),?,-1%,0%,6%,-26%,-1%,1,11,-2%,-2
O=C(COc1ccccc1[N+](=O)[O-])N1CCCc2ccccc21,2,2%,.,24%,-7%,?,-17,-5,8%,-3
Cc1ccc(C)c(NC(=O)CN(C)C(=O)COc2cccc3c2OC(C)(C)C3)c1,-4,0%,.,.,4%,1%,.,2,.,3
Cc1ccc(Sc2ccc(NC(=O)CCl)cc2)cc1C,?,-3%,-6%,?,-54%[inhibitor],-8%,4,6,-4%,-4
CC(=O)Nc1cccc(-c2nc3ccccc3s2)c1C,2,2%,-2%,9%,21%,-4%,-1,15,-3%,-3
O=C(CCCC(=O)c1ccccc1)NCc1ccccc1,3,-1%,.,5%,?,-6%,4,-5,2%,1
COc1ccc(CNC(=O)C2COc3ccccc3O2)c(OC)c1 (configuration not stated),28,2%,-3%,22%,7%,2%,0,2,-6%,3
O=C(Nc1ccnn1C1CCN(Cc2ccccc2OCCO)CC1)c1cccc(F)c1,-2,4%,-7%,-2%,-1%,9%,.,-20,-2%,23
Cc1cc(C)cc(OCCNC(=O)C2CCN(S(=O)(=O)c3ccccc3)CC2)c1,-3,-2%,-2%,-2%,2%,-1%,3,-14,5%,-3
CCOc1ccccc1NC(=O)c1cc(-c2ccccn2)nc2ccccc12,13,-10%,.,.,-14%,3%,.,28,.,-17
Cc1ccc2c(c1)C1(SCCS1)C(=O)N2,0,0%,0%,0%,-38%[7.66 µM],-8%,.,12,-19%,-12
CC(C)(CC(=O)O)CC(=O)N1CCN(c2nc3ccc(Cl)cc3s2)CC1,1,-6%,0%,5%,-46%[inhibitor],-1%,0,9,-8%,-2
CC(=O)Nc1ccc(S(=O)(=O)Nc2nc3ccccc3nc2Nc2cccc(O)c2)cc1,-1,31%[activator],-2%,4%,6%,-3%,8,-3,5%,-4
Fc1c(F)c(F)c(SCn2cc(Br)cn2)c(F)c1F,2,-9%,.,.,?,5%,.,-21,.,-16
Cc1ncc([N+](=O)[O-])n1Cc1ccc(Cl)cc1,2,-3%,-2%,-1%,17%,18%,-2,13,12%,-13
CC(=O)c1ccc(NC(=O)CSc2nccn2C)cc1,1,2%,-1%,-3%,?,4%,-2,-4,.,-9
CSc1nc2ccc(NS(=O)(=O)c3ccc(Br)s3)cc2s1,1,-19%,-1%,-4%,5%,-5%,10,26,-8%,-5
COc1ccc(C(=O)NCCCNC(=O)c2ccccn2)cc1,3,0%,-4%,?,0%,1%,4,8,0%,-4
COc1ccc(C(CNC(=O)CCNC(=O)c2ccc(Br)cc2)N2CCOCC2)cc1 (configuration not stated),-5,-1%,.,.,-7%,19%,.,-8,.,5
Nc1nc(CCl)nc(Nc2ccccc2)n1,-5,1%,-2%,39%[activator],-67%[inhibitor],0%,2,1,-14%,-4
Cc1cc(C)cc(C(=O)NC(CC(N)=O)c2ccc(N3CCCCCC3)c([N+](=O)[O-])c2)c1 (configuration not stated),1,2%,.,-13%,2%,-7%,2,5,1%,0
Cn1c(=O)cc(Nc2ccc(Cl)cc2)[nH]c1=O,-1,-2%,6%,?,17%,0%,2,-9,-14%,-1

Next entries follow.
SMILES,TRPV1 agonist,ASM inhibitor,GALK inhibitor,MLL CXXC-DNA inh,a7 integrin act,AT treatment,Coupling enz,KCNH2 3.1 block,MBNL1 CUG block,hERG WT inh
O=C(COC(=O)C1CCCCC1)Nc1cccc(Br)c1,9,-2%,.,.,-19%,1%,.,0,.,-29
CCOc1cc(C2C3=C(CC(C)(C)CC3=O)N(CCCOC)C3=C2C(=O)CC(C)(C)C3)ccc1OC,-3,94%[activator],5%,-17%,-8%,10%,0,-7,2%,-6
CCC(C)C(N)C(=O)NC(CCC(=O)OCc1ccccc1)C(N)=O (configuration not stated),0,2%,2%,-7%,4%,10%,0,-2,-3%,2
COc1cc(C)c(CN2CCN(CC(=O)Nc3ccccc3C(=O)NC3CC3)CC2)cc1OC,2,1%,.,.,-28%,0%,.,-107*,.,-83*
CC(=O)C(C)Oc1ccc2c3c(c(=O)oc2c1)CCCCC3 (configuration not stated),-6,14%,-2%,-2%,-4%,-3%,-17,-1,25%,-22
CC(=O)Nc1ccc(NC(C)=O)s1,-1,-1%,0%,7%,27%,0%,0,-7,7%,1
